# PREPL inhibitor = human PREPL enzyme inhibition; AID 2751; inhibition, % at 5.96 µM; Q4J6C6; 320,000 tested, 0.68% active; recombinant PREPL, fluorescence polarization activity-based probe; in the data active = inhibition above about 43%;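 note: 0% = enzyme with DMSO and 100% = wells lacking enzyme; many of its hits are not listed in these tables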
# LYPLA1 inh = LYPLA1 (human) inhibition in PME1 counter-screen | O75608 | recombinant LYPLA1, FP-Rh probe fluorescence polarization | AID 2174 | inhibition, % at 5.9 µM | 320,000 tested, 0.16% active;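 active = inhibition above the mean of all tested compounds plus 3 SD, set per campaign, cut at about 14% in these data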;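 note: inhibitors block serine hydrolase probe labeling of LYPLA1 so polarization falls; 0% = enzyme with DMSO and 100% = wells lacking LYPLA1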
# Target sequence (O75608 whole entry, looked up): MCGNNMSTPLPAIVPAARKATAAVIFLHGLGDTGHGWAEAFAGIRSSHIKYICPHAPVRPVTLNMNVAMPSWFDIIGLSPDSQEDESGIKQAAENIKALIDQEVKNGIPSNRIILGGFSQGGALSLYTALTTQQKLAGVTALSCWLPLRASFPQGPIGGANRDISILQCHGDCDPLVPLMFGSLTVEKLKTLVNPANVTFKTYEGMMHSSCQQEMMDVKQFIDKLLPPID
# pPAFAH inh = inhibitors of human plasma PAF acetylhydrolase (pPAFAH); Q13093; inhibition, % at 3.39 µM; recombinant pPAFAH, FP-rhodamine probe fluorescence polarization; AID 463082; 330,000 tested, 1.5% active;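 active = inhibition above the mean inhibition across the screen plus 3 SD, cut at about 25% in these data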;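 note: inhibitors block binding of the rhodamine activity-based probe so polarization drops; 0% = enzyme with DMSO and 100% = wells lacking pPAFAH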
# Target sequence (Q13093 whole entry, looked up): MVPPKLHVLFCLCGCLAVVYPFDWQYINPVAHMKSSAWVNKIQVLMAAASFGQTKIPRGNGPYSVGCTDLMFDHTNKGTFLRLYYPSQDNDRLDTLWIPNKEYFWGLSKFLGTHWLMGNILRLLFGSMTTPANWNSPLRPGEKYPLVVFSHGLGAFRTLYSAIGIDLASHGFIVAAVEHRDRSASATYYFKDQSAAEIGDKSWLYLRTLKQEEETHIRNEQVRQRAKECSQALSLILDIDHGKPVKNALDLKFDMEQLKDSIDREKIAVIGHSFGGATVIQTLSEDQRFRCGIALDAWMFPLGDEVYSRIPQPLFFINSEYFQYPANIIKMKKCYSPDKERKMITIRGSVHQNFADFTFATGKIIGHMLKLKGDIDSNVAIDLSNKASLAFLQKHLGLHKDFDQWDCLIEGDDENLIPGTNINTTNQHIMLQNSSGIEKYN
# PAFAH1B2 inh = blocks human PAF acetylhydrolase 1b catalytic subunit 2; recombinant PAFAH1B2, FP-rhodamine activity probe, fluorescence polarization; inhibition, % at 3.39 µM; 340,000 tested, 1.2% active; AID 492953;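 active = inhibition above the mean of all tested compounds plus 3 SD, cut at about 24% in these data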;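 note: 0% = enzyme with DMSO and 100% = wells lacking PAFAH1B2; many of its hits are not listed in these tables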
# Target sequence (P68402 whole entry, looked up): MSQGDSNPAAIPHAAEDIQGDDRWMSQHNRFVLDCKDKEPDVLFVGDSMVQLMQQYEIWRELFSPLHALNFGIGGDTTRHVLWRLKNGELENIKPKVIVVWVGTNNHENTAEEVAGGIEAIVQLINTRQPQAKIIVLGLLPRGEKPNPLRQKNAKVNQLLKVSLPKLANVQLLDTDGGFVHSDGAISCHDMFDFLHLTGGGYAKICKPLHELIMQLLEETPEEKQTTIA
# LYPLA2 counter = counter-screen for PME1 inhibitors: inhibitors of human LYPLA2; 320,000 tested, 0.38% active; recombinant LYPLA2, FP-Rh probe fluorescence polarization; O95372; inhibition, % at 5.9 µM;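 active = inhibition above the screen-wide mean plus 3 SD, limit set per campaign, cut at about 26% in these data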;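 note: 0% = LYPLA2 with DMSO and 100% = wells lacking LYPLA2 enzyme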
# EBNA-1 inhibitor = blocks EBNA-1 binding to DNA. EBNA-1 DNA binding, fluorescence polarization. inhibition, % at 14.8 µM. 300,000 tested, 0.34% active. AID 1950; in the data active = inhibition above about 28%
# PAFAH2 FP inh = inhibitors of human PAFAH2; Q99487; recombinant PAFAH2, FP-rhodamine activity probe, fluorescence polarization; inhibition, % at 3.39 µM; 340,000 tested, 0.99% active; AID 492956;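 active = inhibition above the mean over all tested compounds plus 3 SD, cut at about 30% in these data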;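 note: inhibitors block probe labeling of enzyme so polarization drops; 0% = enzyme with DMSO and 100% = wells lacking PAFAH2 protein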
# ZTA counter = ZTA (EBV) inhibition in EBNA-1 counter-screen | P03206 | ZTA-DNA binding, fluorescence polarization | inhibition, % at 11 µM | 320,000 tested, 0.15% active | AID 2234; in the data active = inhibition above about 33%
# PAFAH1B3 FP inh = blocks human PAF acetylhydrolase 1B catalytic subunit 3; recombinant PAFAH1B3, FP-rhodamine probe, fluorescence polarization; AID 492972; inhibition, % at 3.39 µM; 340,000 tested, 0.28% active;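 active = inhibition above the screen-wide average of all tested compounds plus 3 SD, cut at about 25% in these data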;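 note: 0% = enzyme with DMSO only and 100% = wells lacking PAFAH1B3 protein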
# Starred values were filed as active, the others as inactive; . = no result given. A portion of the library; count on the stated rates, not on these rows.
SMILES,PREPL inhibitor,LYPLA1 inh,pPAFAH inh,PAFAH1B2 inh,LYPLA2 counter,EBNA-1 inhibitor,PAFAH2 FP inh,ZTA counter,PAFAH1B3 FP inh
C[C@]12c3[nH]c4ccc(Cl)cc4c3CCN1C(=O)[C@@H](CC(=O)NCc1ccco1)C[C@@H]2C(=O)N1CCOCC1,.,.,4,0,.,.,-7,.,10
O=C(Nc1ccc(S(=O)(=O)Nc2ncccn2)cc1)C1=COCCO1,7,-1,4,-6,-6,1,2,-5,1
S=c1[nH]nc(C2CCCCC2)n1/N=C/c1cccc(Br)c1,-1,-2,2,7,4,-4,2,-5,6
CC1(C)CNc2cc(N)ccc2S1,34,0,14,4,7,3,1,-11,3
Cc1ccccc1-n1nnnc1SCC(N)=O,5,2,3,1,-2,3,6,5,-2
Cn1c(=O)[nH]c(=O)c2c1nc(Br)n2C/C=N/NC(N)=S,-7,1,7,.,5,0,.,-7,.
N/C(=N\OC(=O)Nc1ccc(Cl)c(Cl)c1)c1ncc(C(F)(F)F)cc1Cl,4,-8,-3,-1,-25,-13,-26,7,-9
Cc1noc(C)c1COc1ccc(C(=O)N2CCCC(C(N)=O)C2)cc1 (centres undefined),-3,1,4,-3,-1,9,6,8,6
CC(C)Oc1ccc2nnnn2n1,-4,-3,-2,2,1,-4,-4,16,7
O=C(CN1C(=O)NC2(CCCC2)C1=O)N1CCN(C(=O)c2ccco2)CC1,8,-4,9,1,2,13,-4,18,-5
N#CC(c1ccccc1O)N1N=C(c2ccccc2)CC1c1ccccc1 (centres undefined),-2,2,2,2,-3,-1,-8,-9,3
CCOC(=O)/C(CCC[N+](C)(CC)CC)=N\O,11,7,-3,1,1,7,-4,4,11
CC(C)NS(=O)(=O)c1ccc(NC(=O)NC2CCCCC2)cc1,-6,0,2,-9,5,0,-1,-4,-2
Cc1cc(CNC(=O)CC2C(=O)NCCN2Cc2ccc(-c3ccccc3)cc2)nn1C (centres undefined),28,2,2,0,9,1,-4,0,1
O=C(CN1C(=O)NC2(CCCC2)C1=O)N1CCN(S(=O)(=O)c2ccccc2F)CC1,3,-2,-4,3,1,0,0,5,9
CCOC(=O)C1=C(C)N(CC)C(=S)NC1c1ccc(Cl)cc1 (centres undefined),-6,-3,-3,13,-2,4,-4,-6,6
CSC1=C(C#N)C(=O)NC(c2ccccc2O)S1 (centres undefined),-1,-1,8,3,1,-6,-7,-10,2
COc1ccc(C2(c3ccc(OC)cc3)NC(=O)N(CC(=O)NCC(C)c3ccccc3)C2=O)cc1 (centres undefined),-18,-1,6,7,2,.,7,9,-3
Nc1ccccc1SSc1ccccc1N,26,1,5,2,9,-3,-1,-17,2
CC(=O)N1CCC(=NNc2ncc(C(F)(F)F)cc2Cl)CC1,1,2,2,2,4,-1,3,-2,3
Nc1ccc(N=Nc2ccccc2)c(N)n1,8,1,2,-1,8,-4,1,11,9
COc1cc2c(cc1OC)C(c1cccc([N+](=O)[O-])c1)=NCC2,4,1,4,5,2,0,-2,-6,10
COc1cc(/C=N/O)ccc1OCc1ccc([N+](=O)[O-])cc1,13,0,6,0,1,14,-2,-4,4
COc1ccc(C(=O)Nc2ccc(S(=O)(=O)N(C)c3ccccc3)cc2)cc1,-3,-31,-16,-2,-58,-5,-14,2,-2
CCc1cccc2c3c([nH]c12)C(CC)(CC(=O)O)OCC3 (centres undefined),9,0,-4,7,3,-7,-1,13,9
Cc1cccc(-c2nc3ccc(C(=O)NCCN4CCN(C)CC4)cc3nc2-c2cccc(C)c2)c1,-3,3,1,1,-4,-5,-5,-5,8
CC(C)(C)OC(=O)N1CC=C2C(C#N)=C(N)C(C#N)(C#N)[C@H](c3cccnc3)[C@H]2C1,1,2,4,0,4,2,6,-7,3
CCOc1ccc(S(=O)(=O)N2CCN(Cc3ccc4c(c3)OCO4)CC2)cc1OCC,1,0,0,-1,10,10,-12,-5,3
COc1ccccc1N1C(=S)N=C(Nc2c(C)cccc2C)C12CCCC2,0,-2,3,4,0,6,-7,5,-1
Cc1cc(OCC(=O)N2CCCCCC2)ccc1[N+](=O)[O-],3,1,2,-2,6,11,0,-17,4
CCOC(=O)c1c(C)noc1-c1ccc(Br)o1,4,3,5,4,3,4,8,5,12
Cc1nnc(SCC(=O)c2ccc([N+](=O)[O-])cc2)s1,23,3,5,1,11,8,9,0,4
CCN(CC)c1ccc(NC(=O)c2ccccc2Br)cc1S(=O)(=O)Nc1ccccc1OC,-1,-19,-5,-13,-22,13,-8,0,-11
CC1CCc2c(sc3nc(SCC(=O)O)n(-c4ccccc4)c(=O)c23)C1 (centres undefined),-2,7,-2,7,3,-5,12,2,6
CC(=O)Nc1cc(N=Cc2ccc(O)cc2O)c(Cl)cc1Cl,15,-4,16,0,2,8,-2,-10,4
Cc1ccc(C)c(OCCC(=O)OCC(=O)N(C)c2c(N)n(Cc3ccccc3)c(=O)[nH]c2=O)c1,-5,0,4,0,-1,-1,-1,21,6
COc1cc(/C=N\NC(=O)CNC(=O)C2COc3ccccc3O2)ccc1O (centres undefined),0,2,-1,5,-4,-4,-7,-4,-1
COc1ccc(NC(=S)N2CCN(C)CC2)cc1,12,4,5,.,7,6,.,2,.
O=C1[C@@H]2[C@H](C(=O)N1Cc1cccnc1)[C@H]1C=C[C@@H]2C1,11,-2,-8,7,-5,-14,0,10,10
CCOC(=O)c1sc(=S)n(C)c1NC(=O)c1ccccc1C,-4,-2,2,3,-1,-3,9,-2,0
CCn1nc(C)cc1C(=O)Sc1cccc(Br)c1,-10,1,0,0,-4,-9,4,2,-2
NC(=O)c1ccc(NC(=O)CCC(=O)N2CCN(S(=O)(=O)c3ccc(Cl)cc3)CC2)cc1,-10,1,2,21,1,8,0,7,4
COc1c(S(=O)(=O)NCCCn2ccnc2)ccc(Cl)c1Cl,2,1,4,1,6,9,2,-7,12
N#CC1=C2SCN(Cc3ccco3)CN2C(=O)CC1c1c(F)cccc1Cl (centres undefined),-8,0,3,4,1,4,6,4,-6
Cc1nn(C2CCS(=O)(=O)C2)c(C)c1C=O (centres undefined),3,0,0,1,3,-9,-5,-18,7
CCc1ccc2c(CSc3nnnn3C)cc(=O)oc2c1,10,3,7,-1,6,3,-1,2,-6
O=C(O)CSc1nnc(CNc2ccccc2Cl)n1-c1ccccc1,-2,7,2,3,4,3,-1,-11,-4
CC1=NN(C(N)=S)C(=O)C1N=Nc1cccc(C)c1 (centres undefined),20,2,4,4,1,5,8,-1,1

# Given as labelled records: entries from further up.
Cc1nn(C2CCS(=O)(=O)C2)c(C)c1C=O (centres undefined)
  PREPL inhibitor: 3 | LYPLA1 inh: 0 | pPAFAH inh: 0 | PAFAH1B2 inh: 1 | LYPLA2 counter: 3 | EBNA-1 inhibitor: -9 | PAFAH2 FP inh: -5 | ZTA counter: -18 | PAFAH1B3 FP inh: 7
CCc1ccc2c(CSc3nnnn3C)cc(=O)oc2c1
  PREPL inhibitor: 10 | LYPLA1 inh: 3 | pPAFAH inh: 7 | PAFAH1B2 inh: -1 | LYPLA2 counter: 6 | EBNA-1 inhibitor: 3 | PAFAH2 FP inh: -1 | ZTA counter: 2 | PAFAH1B3 FP inh: -6
O=C(O)CSc1nnc(CNc2ccccc2Cl)n1-c1ccccc1
  PREPL inhibitor: -2 | LYPLA1 inh: 7 | pPAFAH inh: 2 | PAFAH1B2 inh: 3 | LYPLA2 counter: 4 | EBNA-1 inhibitor: 3 | PAFAH2 FP inh: -1 | ZTA counter: -11 | PAFAH1B3 FP inh: -4
CC1=NN(C(N)=S)C(=O)C1N=Nc1cccc(C)c1 (centres undefined)
  PREPL inhibitor: 20 | LYPLA1 inh: 2 | pPAFAH inh: 4 | PAFAH1B2 inh: 4 | LYPLA2 counter: 1 | EBNA-1 inhibitor: 5 | PAFAH2 FP inh: 8 | ZTA counter: -1 | PAFAH1B3 FP inh: 1

# (more compounds)
SMILES,PREPL inhibitor,LYPLA1 inh,pPAFAH inh,PAFAH1B2 inh,LYPLA2 counter,EBNA-1 inhibitor,PAFAH2 FP inh,ZTA counter,PAFAH1B3 FP inh
O=C(NCc1ccco1)c1ccc(NS(=O)(=O)c2cccc(F)c2)cc1,-4,-1,0,4,-6,11,8,-11,-3
COc1ccc([C@H]2/C=C\CN(S(=O)(=O)c3ccc(C)cc3)[C@@H](C)C(=O)N2Cc2ccc(F)cc2)cc1,16,-2,-2,-8,3,2,-5,-8,4
O=C(CCl)Oc1ccc2occ(C(=O)c3cccs3)c2c1,-22,1,-3,1,0,5,-9,-5,2
CC(C)CC1c2[nH]c3ccccc3c2CCN1CCCn1cccn1 (centres undefined),-7,-2,-3,.,-4,-8,.,-12,.
COC(=O)c1cc(S(=O)(=O)NCCc2ccccc2)c[nH]1,-1,1,-3,4,-4,-22,0,-5,1
CCOC(=O)C1CCN(C(=O)c2ccc(CNS(=O)(=O)c3ccc(C)cc3)cc2)CC1,7,-2,7,2,6,-6,2,3,0
CC1CCN(S(=O)(=O)c2ccc3c(c2)N(CC(=O)NCCCN2CC(C)CC(C)C2)C(=O)CS3)CC1 (centres undefined),14,1,5,-1,0,-13,5,-8,7
CCC(=O)Nc1ccc(Oc2ccc(NC(=O)CC)c(NC(=O)CC)c2)cc1,1,-2,2,0,10,-5,-9,-8,-3
COc1cccc(NC(=O)Nc2nnc(Cc3ccc(OC)c(OC)c3)s2)c1,3,-13,-5,0,-17,8,-26,-13,-4
CCN1C(=NCCc2ccc(Br)cc2)N[C@@H](c2ccccc2)[C@H](C(=O)OC)[C@H]1C,31,.,0,2,.,.,-1,.,12
Cc1ccc(OCC(O)Cn2c(N3CCCCC3)nc3c2c(=O)[nH]c(=O)n3C)cc1C (centres undefined),15,2,0,3,1,-3,0,-8,1
COc1cc(-c2c(NC(=O)c3ccco3)oc3ccccc3c2=O)cc(OC)c1OC,-12,2,0,3,3,-1,7,-9,8
Fc1ccc(Oc2nc(-c3ccccn3)nc3ccccc23)cc1,-8,-4,0,.,-4,-6,.,3,.
O=C1NC[C@@H](c2ccccc2)OC(=O)[C@H](Cc2ccc(F)cc2)CC/C=C/C[C@H]1CC(=O)N(CCO)Cc1ccccc1,19,.,4,54*,.,.,-1,.,10
O=C(NNC(=O)C(c1ccccc1)c1ccccc1)c1cccs1,-3,2,5,9,5,-2,6,9,6
CC(C)(C)c1ccc(C2=CSC3=NCCN23)cc1,7,1,4,7,1,3,0,8,14
O=C(Nc1nnc(SCc2c(Cl)cccc2Cl)s1)C1CCCO1 (centres undefined),-9,0,-3,3,4,4,36*,-2,11
Cc1ccc(-c2ccc(=O)n(CC(=O)NCC3COCCO3)n2)cc1 (centres undefined),-12,0,-3,0,-2,-15,-3,-11,10

# Screening data as filed in PubChem BioAssay.
